# SKBR3 24h inh: SK-BR-3 proliferation inhibitors, primary screen, cell-based, human, 24 h. SK-BR-3 viability, CellTiter-Glo ATP luminescence; stronger effect = lower value. viability, % at 10 µM. 41,000 compounds, 0.47% hits;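 active means viability at or below the median of all test compounds minus 3 SD, in both replicates if run twice, cut at about 45% in these data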;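 further: 100% = median untreated cell wells and 0% = median positive control drug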
# Starred values were filed as active, the others as inactive. A portion of the library; count on the stated rates, not on these rows.
SMILES,SKBR3 24h inh
O=C(c1ccccc1)c1coc2ccc(O)c(Cl)c12,93
CC(=O)Nc1ccc(S(=O)(=O)NCc2ccc(C(=O)NCCN3CCCCCC3)cc2)cc1,98
CC12CCC(C(=O)N3CCN(c4ncccn4)CC3)(c3nc4ccccc4nc31)C2(C)C (stereo unspecified),102
N[C@H](Cc1c[nH]c2ccccc12)C(=O)O,94
CCCOC(=O)c1cc(=O)[nH]c2ccccc12,101
CCCCOc1ccc(C(=O)CCNC(C(=O)O)C(C)CC)cc1 (stereo unspecified),91
O=C(O)c1cccnc1SC1CC(=O)N(Cc2ccccc2)C1=O (stereo unspecified),94
Cc1ccc(-n2c(C)cc(C)c(C#N)c2=O)cc1,103
O=C(CS(=O)(=O)c1c[nH]c2ccccc12)N1CCCCC1,87
CCCOc1ccc(/C(O)=C2/C(=O)C(=O)N(CCN(C)C)C2c2ccco2)cc1 (stereo unspecified),75
COc1ccc(OC)c(S(=O)(=O)N2c3ccccc3CC2C)c1 (stereo unspecified),107
CCOc1ccc(-c2[nH]nc3c2C(c2ccc(O)cc2)C(C#N)=C(N)O3)cc1 (stereo unspecified),125
Cc1ccccc1C(=O)NC1CCN(Cc2nnnn2CCc2ccccc2)CC1,113
COc1ccc(C/C(N)=N/n2cnnc2)cc1,99
COc1ccccc1Oc1coc2cc(O)ccc2c1=O,84
CN(CC(=O)Nc1ccncc1)S(=O)(=O)c1ccccc1,79
CCOc1cccc2cc(C(=O)N3CCc4ccccc4C3)c(=O)oc12,100
CCc1nc2oc3cc(OC)ccc3c(=O)c2c(=O)n1Cc1ccco1,83
CCC(=O)Nc1c2c(nn1-c1ccc(C)cc1C)CSC2,101
COC(=O)c1ccc(NC(=O)CSc2nnc(COc3ccccc3)n2C)cc1,85
O=c1c2c3c(sc2n2cnnc2n1CCc1ccccc1)CCCC3,82
COCC(C)NC(=O)NC1(C(F)(F)F)Oc2ccc(Cl)cc2O1 (stereo unspecified),104
O=C(Nc1ccc2c(c1)OCO2)C1CCN(C(=O)c2cccs2)CC1,92
CCCOc1ccc(C2c3c(oc4ccccc4c3=O)C(=O)N2CCCN2CCOCC2)cc1 (stereo unspecified),90
COc1ccc(C(=O)Nc2ccc3c(c2)nc2n3CCSC2)cc1,82
COc1ccccc1OCc1ccc(C(=O)n2nc(C)c(Cl)c2C)o1,94
CCC(=Nc1ccc(Cc2ccncc2)cc1)c1c(O)n(C)c(=O)n(C)c1=O,85
CCc1ccc2[nH]c(=O)c(CN(CCN(CC)CC)C(=O)NC3CCCCC3)cc2c1,63
O=C1Nc2ccccc2N=C(c2ccccc2)C1N1CCOCC1 (stereo unspecified),88
Cc1nnc2ccc(N3CCCC3)nn12,99
CCOC(=O)/C(C(N)=NC)=C(\O)c1ccccc1,90
CCCn1nc(-c2ccccc2)c2nc3ccccc3nc21,77
COc1ccc(OC)c(-c2cc(C(=O)Nc3c(C)nn(Cc4ccccc4)c3C)no2)c1,133
COCc1cc(C)nc(SCC(=O)Nc2cccc(C)c2C)c1C#N,99
COc1ccc(CN2CCN(c3cccc(C)c3C)CC2)cc1OC,100
O=C(c1ccco1)N1CCN(C(=O)c2ccccc2OC(=O)C23CC4CC(CC(C4)C2)C3)CC1,99
CC(CN1CCCCC1)OC(=O)c1ccc(Cl)cc1Cl (stereo unspecified),96
CC1Cc2ccccc2N1S(=O)(=O)c1cccs1 (stereo unspecified),110
CCC(=O)c1ccc(OCC(O)CN(C)C2CCCCC2)cc1 (stereo unspecified),96
CCOC(=O)CNC(=O)C(Cc1ccccc1)NS(=O)(=O)c1cccs1 (stereo unspecified),96
Cc1cc(C)nc(N2C(=O)CC(C(C)c3ccccc3)C2=O)n1 (stereo unspecified),85
COc1cc(SC)ccc1C(=O)NCC1CCCO1 (stereo unspecified),96
Cc1ccc2c(c1)nnn2C1CCN(CC(=O)Nc2ccc3c(c2)OCCO3)CC1,109
CCN1C(=O)/C(=C2\SC(N3CCCCC3)=NC2=O)c2ccccc21,78
Cc1cccc(C)c1NC(=O)c1ccc(-n2cnnn2)cc1,97
CCS(=O)(=O)N1CCC(c2nc(-c3ccc(C(F)(F)F)cc3)no2)CC1,96
O=C(c1c(F)c(F)c(F)c(F)c1F)N1CCc2ccccc21,84
CN(C)CCOC(=O)CCc1ccccc1,115
c1ccc2c(c1)C(=Nn1cnnc1)c1ccccc1-2,108
O=C1c2[nH]nc(-c3ccccc3O)c2C(c2ccccc2F)N1Cc1ccco1 (stereo unspecified),88
CC(=O)NC1C(=O)SC1(C)C (stereo unspecified),98
CCNc1nc(NCc2ccccc2)nc(Oc2ccc(=O)[nH]n2)n1,86
CCN(CC)CC(=O)Nc1ccc(-c2nc3cc(NC(=O)CN(CC)CC)ccc3o2)cc1,82
CCC(=O)N1CCN(c2nc(-c3ccccc3)c3c(c2C#N)CCCC3)CC1,98
CCC(=O)OCCn1c(Br)nc2c1c(=O)[nH]c(=O)n2C,91
O=S(=O)(c1ccc(SCCO)nc1)N1CCCC1,84
CS(=O)(=O)N(CC(=O)NCc1ccco1)c1ccc2c(c1)OCO2,86
CCNC(=O)CC1C(=O)N(c2ccccc2)C(=O)N1CCC(C)C (stereo unspecified),89
CC(=O)N1CCC2(CC1)CC(=O)c1cc(OCC(=O)NCc3ccco3)ccc1O2,97
O=c1cc(CSc2ccc(Cl)cc2)nc(N2CCCCC2)[nH]1,93

# (listing goes on)
SMILES,SKBR3 24h inh
O=C(c1ccco1)n1nc(-c2ccccc2)nc1NCc1ccco1,93
CN1C(=O)SC(Nc2ccc(F)cc2)C1=O (stereo unspecified),118
CC(NC(=O)Nc1ccc(O)cc1)(C(F)(F)F)C(F)(F)F,84
O=C(N1CCOCC1)N1CCN(CC(O)COc2ccc3ccccc3c2)CC1 (stereo unspecified),98
Cc1cc(C)nc(NC2=NCC(=O)N2c2ccc(Cl)cc2)n1,83
CCCC(=O)N1CCN(c2ccc(NC(=O)c3cc4ccccc4o3)cc2)CC1,75
CSc1ccc(C(=S)N2CCN(CCO)CC2)cc1,92
CN1C2C=C3C(C#N)=C(N)C(C#N)(C#N)[C@@H](c4cccs4)C3C1CC2 (stereo partly specified),77
COc1cc(CNc2nc3ccccc3[nH]2)cc(OC)c1OC,109
O=C1C(=O)N(CCCn2ccnc2)C(c2ccccn2)/C1=C(/O)c1ccccc1 (stereo unspecified),90
O=C(CSc1nnc(C2CCCCC2)o1)N1CCCCC1,97
CCCC(=O)N1CCN(c2ccc(NC(=O)c3cc4ccccc4o3)cc2Cl)CC1,6.2*
O=C(NCc1ccco1)c1sc2cccc(F)c2c1Cl,93
Cc1cccn2cc(-c3ccc(S(=O)(=O)N4CCOCC4)cc3)nc12,99
CC1(C)NC(=O)N(CC(O)Cn2nnc3ccccc32)C1=O (stereo unspecified),81
CN1CCCN(C(c2ccccc2)c2ccc(Cl)cc2)CC1 (stereo unspecified),95
CCC(C)Nc1nc2c(c(=O)[nH]c(=O)n2C)n1CCC(C)C (stereo unspecified),80
COc1ccc(CCNC(=O)CSc2nc(N)c(C#N)c(-c3cccs3)c2C#N)cc1OC,59
CCCCCCNC(=O)C(C#N)c1nc2ccccc2nc1N1CCOCC1 (stereo unspecified),107
O=C(COc1ccc(Cl)cc1Cl)N(Cc1ccco1)C1CCS(=O)(=O)C1 (stereo unspecified),96

# Some of these compounds in order of SMILES length, falling:
SMILES,SKBR3 24h inh
COc1ccc(CCNC(=O)CSc2nc(N)c(C#N)c(-c3cccs3)c2C#N)cc1OC,59
CC(=O)N1CCC2(CC1)CC(=O)c1cc(OCC(=O)NCc3ccco3)ccc1O2,97
O=C1C(=O)N(CCCn2ccnc2)C(c2ccccn2)/C1=C(/O)c1ccccc1 (stereo unspecified),90
CCCC(=O)N1CCN(c2ccc(NC(=O)c3cc4ccccc4o3)cc2Cl)CC1,6.2*
O=C(COc1ccc(Cl)cc1Cl)N(Cc1ccco1)C1CCS(=O)(=O)C1 (stereo unspecified),96
O=C(N1CCOCC1)N1CCN(CC(O)COc2ccc3ccccc3c2)CC1 (stereo unspecified),98
CS(=O)(=O)N(CC(=O)NCc1ccco1)c1ccc2c(c1)OCO2,86
CCNC(=O)CC1C(=O)N(c2ccccc2)C(=O)N1CCC(C)C (stereo unspecified),89
CC(NC(=O)Nc1ccc(O)cc1)(C(F)(F)F)C(F)(F)F,84
O=C(c1ccco1)n1nc(-c2ccccc2)nc1NCc1ccco1,93
CC1(C)NC(=O)N(CC(O)Cn2nnc3ccccc32)C1=O (stereo unspecified),81
COc1cc(CNc2nc3ccccc3[nH]2)cc(OC)c1OC,109
CN1CCCN(C(c2ccccc2)c2ccc(Cl)cc2)CC1 (stereo unspecified),95
O=C(NCc1ccco1)c1sc2cccc(F)c2c1Cl,93
CSc1ccc(C(=S)N2CCN(CCO)CC2)cc1,92
CN1C(=O)SC(Nc2ccc(F)cc2)C1=O (stereo unspecified),118

# Next section.
SMILES,SKBR3 24h inh
COCCN(CC(=O)NCc1ccccc1)C(=O)CCC(=O)Nc1nccs1,128
O=C(N1CCOCC1)N(Cc1cccs1)C1CCCC1,87
O=C(NCc1cccs1)c1ccccc1F,92
COc1ccccc1-c1cc(C(F)(F)F)nc(S(=O)(=O)CCCC(=O)N2CCOCC2)n1,128
COc1nc(N)nc(N2CCOCC2)n1,92
COc1ccc(CNS(=O)(=O)c2ccc(C3CNC(=O)C3)cc2)cc1 (stereo unspecified),88
CC1(C)Cc2ccccc2-c2nc(NCCCO)n(-c3ccccc3)c(=O)c21,93
O=C(O)CCc1ccc(-c2ccc(F)cc2)n1CC(=O)O,113
COc1cc(C)c(S(=O)(=O)N2CCCC2)cc1C,98
Cc1cc(C)c(S(=O)(=O)N(CC(=O)NCc2cccnc2)C2CCCCC2)c(C)c1,92
Cc1nnc(SCCn2c(N3CC(C)CC(C)C3)nc3c2c(=O)[nH]c(=O)n3C)s1 (stereo unspecified),94
CCOC(=O)C1CCN(C(=O)N(C)C)CC1,109
COc1ccccc1N1CCN(Cc2nc(N)nc(Nc3ccccc3)n2)CC1,80
CCCCC(NS(=O)(=O)c1ccc(OC)cc1)C(=O)O (stereo unspecified),96
CCOC(=O)CSC1=C(C#N)C(c2ccco2)C(C(=O)OCc2ccccc2)=C(C)N1 (stereo unspecified),95
CCOc1ccc(-c2nnn(CC(=O)NCc3cccs3)n2)cc1,94
N/C(CCN1CCCCC1)=N/O,95
O=S(=O)(c1ccc(OCc2nc3ccccc3s2)c(Cl)c1)N1CCOCC1,88
CCOC(=O)N1CCN(c2cc3nccnc3cc2F)CC1,97
Cc1ccc(C(=O)CC2(O)C(=O)N(Cc3ccccc3)c3ccccc32)o1 (stereo unspecified),100
CCC(=O)Nc1ccc(C(=O)n2nc(C)cc2C)cc1,96
COc1ncnc2c1N=C1CC(C)(C)CC(N)=C1S2,84
COc1ccc(C(=O)Nc2ccc(Cl)cc2C(=O)NCc2ccco2)cc1OC,87
Cc1cccc(-n2c(SCC(N)=O)nnc2-c2ccccn2)c1C,99
Cc1cc(N2CCN(S(=O)(=O)c3ccc4c(c3)OCCO4)CC2)n2ncnc2n1,88
CCOC(=O)c1c2n(c3ccc(O)cc13)CCCCC2,95
COc1ccc(CNc2nc(SC)n[nH]2)cc1OC,92
Cc1cnc(NC(=O)CSc2nnc(-c3ccncc3)n2C2CCCCC2)s1,67
Cc1ccc2nc(NC3=NCN(Cc4ccccc4)CN3)nc(C)c2c1,84
COc1ccc(OC)c(S(=O)(=O)N2CCC(C(=O)N3CCN(Cc4ccccc4)CC3)CC2)c1,118
COc1ccc(-n2c(N)c(Br)c(=O)[nH]c2=O)cc1,92
Cc1ccc(S(=O)(=O)NCC(=O)N(CC(=O)NCc2ccco2)Cc2ccc3c(c2)OCO3)cc1,75
CCOC(=O)c1c(NC(=O)C(F)(OC)C(F)(F)F)sc(C(=O)N2CCCCC2)c1C (stereo unspecified),84
O=C(COC(=O)C(O)c1ccccc1)c1ccc2c(c1)OCCO2 (stereo unspecified),98
CCOC(=O)C1C(=O)NC(N2CCN(CC)CC2)=NC1c1ccccc1 (stereo unspecified),93
O=C(CN1CCN(c2ncccn2)CC1)N(Cc1ccccc1)c1ccc(F)cc1,81
CCOC(=O)C1CCCN(C(=O)N2CCOCC2)C1 (stereo unspecified),96
CC(=O)N1C(=O)C2(C(C#N)=C(N)Oc3c2c(C)nn3-c2ccccc2)c2ccccc21 (stereo unspecified),89
COc1ccccc1-c1c(C)nn2c(C)c(C(C)=O)cnc12,87
O=C(Nc1nccs1)c1ccc(S(=O)(=O)NCC2CCCCC2)cc1,123
O=C(Nc1ccccc1N1CCCC1)c1ccco1,82
O=C(c1cccc(S(=O)(=O)N2CCCC2)c1)N1CCN(c2ccccc2F)CC1,100
O=S(=O)(c1ccc2oc(-c3ccncc3)nc2c1)c1ccc2oc(-c3ccncc3)nc2c1,77
CN1C(=O)C(CC(=O)N2CCN(C(c3ccccc3)c3ccccc3)CC2)N(C)C1=O (stereo unspecified),97
Cc1cc(S(=O)(=O)NC2CCCC2)ccc1F,84
Cc1cc(S(=O)(=O)N(Cc2ccccn2)Cc2ccco2)ccc1-n1cnnn1,70
CCCCOCC(O)Cn1c(C)nc2ccccc21 (stereo unspecified),111
CCOc1ccc(-n2c(C)nc3cc(C(=O)NCc4ccco4)ccc32)cc1,96
O=c1c2cccc3c2c(nn1CN1CCOCC1)-c1ccccc1-3,80
CCOc1cc(-n2cnnn2)c(OCC)cc1NC(=O)c1cnccn1,88
N#CCSc1nc2c(cc1C#N)CCCCCC2,119
COCCn1c(SCC(=O)Nc2sc(C)c(C)c2C#N)nnc1C(C)C,78
O=C(OCc1nnc(-c2ccccc2)o1)c1ccc(S(=O)(=O)NCc2ccco2)cc1,79
O=C1NCCCC1C(=O)NCCNC(=O)C(F)(F)F (stereo unspecified),96
Cn1c(=O)c2c(nc(N3CCCCCC3)n2CC(=O)c2ccc(Br)cc2)n(C)c1=O,108
c1ccc(N=P(c2nc3ccccc3o2)(N2CCOCC2)N2CCOCC2)cc1,96
COc1cc(NC(=O)CN2C(=O)c3ccccc3C2=O)c(C(=O)O)cc1OC,88
